MsrA act: activates bovine MsrA enzyme; purified bovine MsrA, absorbance read-out; activation, % at 10.6 µM; actives 0.3% (n = 360,000); AID 602163; in the data active = activation above about 7.5%;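 also: 0% = vehicle and 100% = reference activator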
Neddyl block: inhibitors of human cullin neddylation. P61081+Q13564. TR-FRET cullin neddylation, biochemical. calls only at 25 µM. actives 0.58% (n = 360,000). AID 651699; in the data active = inhibition above about 36%
SKN-1 inh: C. elegans SKN-1 inhibition. inhibition, % at 21.8 µM. actives 0.49% (n = 360,000). C. elegans VP596 Pgst-4::GFP/RFP ratio, acrylamide-induced, 24 h. AID 624304;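 active = interference check ratio from 0.5 to 1.5 plus GFP to RFP signal ratio inhibition reaching or exceeding a fixed threshold, cut at about 30% in these data, passing the limit was not always enough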; also: some compounds called inactive have numbers as strong as hits
Rin1-Abl PPI inh: blocks binding of human Rin1 to Abl. P00519+Q13671. TR-FRET Rin1/Abl binding, biochemical. inhibition, % at 7.35 µM. actives 0.4% (n = 360,000); in the data active = inhibition above about 5%, passing the limit was not always enough
MT1-MMP act inh: MT1-MMP (human) activation inhibition; P50281; GFP/RFP ratio change, % at 20 µM; HT1080 RFP-PRO-GFP cells, GFP/RFP ratio fluorescence, overnight; percent of plate control window, DMSO zero; actives 0.061% (n = 360,000);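 active = GFP/RFP ratio change of at least 30% with cell ATP level not reduced by more than half and red fluorescence within 50% of control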; also: strong numbers were not always called active
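Material: RFP-PRO-GFP reporter HT1080 cells. Dosing: single-point 20 µM compound, 1% DMSO. Controls: DMSO and RFP-L50D-GFP cell wells. Timing: cells overnight before dosing, compound overnight, 37 °C, 5% CO2. Measure: GFP/RFP fluorescence ratio.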
FAS-TE inh: blocks the thioesterase domain of human fatty acid synthase; P49327; recombinant FAS-TE, OMFH fluorogenic substrate, fluorescence endpoint; inhibition, % at 15 µM; actives 0.67% (n = 360,000);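 active = compounds whose normalised, plate-corrected inhibition of enzyme fluorescence in the single-dose primary screen is 50% or more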;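 also: 0% = DMSO with enzyme and 100% = substrate without enzyme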
CendR NRP1 mod: NRP-1/CendR interaction modulation; FAM-RPARPAR peptide binding to NRP-1, fluorescence polarization; inhibition, % at 25 µM; actives 0.85% (n = 360,000); AID 602438;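 active = inhibition or corrected inhibition above about 18%, plus a signal ratio from 0.5 to 1.5, limit read from the data, passing the limit was not always enough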; also: strong numbers were not always called active
E coli Lon inh: E. coli protease La inhibition. P0A9M0. purified E. coli Lon protease, fluorescence polarization. inhibition, % at 7.94 µM. actives 0.42% (n = 360,000). AID 602123; in the data active = inhibition above about 13%, passing the limit was not always enough;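 also: 0% = enzyme with probe and DMSO and 100% = no enzyme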
PABP1 MLLE inh: blocks PAM2 peptide binding to the PABP1 MLLE domain. GST-MLLE / FITC-PAM2 fluorescence polarization. inhibition, % at 20 µM. actives 0.36% (n = 360,000). AID 588489; in the data active = inhibition above about 35%, passing the limit was not always enough;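 also: plate controls were DMSO wells with GST-MLLE for no effect and wells lacking GST-MLLE protein for full effect; some results filed as inactive read as strong as hits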
Target sequence (P11940 whole entry, looked up, the tested form may be a part): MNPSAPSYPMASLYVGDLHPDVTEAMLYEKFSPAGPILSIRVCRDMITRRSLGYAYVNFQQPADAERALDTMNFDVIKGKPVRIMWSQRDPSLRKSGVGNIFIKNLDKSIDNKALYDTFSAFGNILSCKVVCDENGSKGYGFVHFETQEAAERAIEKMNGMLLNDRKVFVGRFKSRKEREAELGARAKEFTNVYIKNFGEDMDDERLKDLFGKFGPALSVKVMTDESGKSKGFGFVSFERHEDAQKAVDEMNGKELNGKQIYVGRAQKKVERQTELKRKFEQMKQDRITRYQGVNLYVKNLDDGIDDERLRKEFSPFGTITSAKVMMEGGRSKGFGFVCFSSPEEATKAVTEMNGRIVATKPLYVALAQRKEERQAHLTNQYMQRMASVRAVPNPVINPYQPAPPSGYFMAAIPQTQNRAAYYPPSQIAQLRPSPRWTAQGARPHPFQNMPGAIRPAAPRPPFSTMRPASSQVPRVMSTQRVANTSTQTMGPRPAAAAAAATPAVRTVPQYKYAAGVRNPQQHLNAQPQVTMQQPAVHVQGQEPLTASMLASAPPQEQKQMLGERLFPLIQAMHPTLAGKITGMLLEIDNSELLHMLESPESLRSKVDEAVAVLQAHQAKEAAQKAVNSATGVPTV
* hit, by the source's call; i = inactive; · = no result given.

1. N/C(=N\OC(=O)c1cc(-c2ccccc2)nc2ccccc12)c1ccc(Cl)cc1
2. O=C(CSc1nnc(NC(=O)C2CC2)s1)NCc1ccco1
3. CCn1c(SCC(=O)c2cc(OC)ccc2OC)nnc1-c1ccncc1
4. COc1cc(C(=O)N2CCN(C(=O)C(Cc3cc(C)ccc3C)NC(C)=O)CC2)cc(OC)c1OC (configuration not stated)
5. CN(C)Cc1ccccc1CNC(=O)c1cccc(S(=O)(=O)Nc2ccc3c(c2)OCO3)c1
6. O=C(Oc1ccccc1Cl)c1ccc(-n2cncn2)nc1
7. CCOc1ccc(S(=O)(=O)N2CCN(Cc3ccc4c(c3)OCO4)CC2)cc1Cl
8. O=C(Cn1nc(-c2cccc(Cl)c2)ccc1=O)Nc1ccc(C(=O)NC2CC2)cc1
9. COc1cccc2cc(C(=O)NCc3ccccc3)c(=N)oc12
10. COc1cccc(CCNC(=O)CC2C(=O)NCCN2CC(C)(C)C)c1 (configuration not stated)
Compound | 1 | 2 | 3 | 4 | 5 | 6 | 7 | 8 | 9 | 10
MsrA act | -6 | -3 | -9 | 0 | -5 | 1 | -3 | -1 | -2 | 0
Neddyl block | · | i | i | i | i | i | i | i | i | i
SKN-1 inh | -3 | 11 | -1 | 11 | -9 | 8 | 8 | -4 | 5 | 3
Rin1-Abl PPI inh | -2 | -4 | 1 | -3 | -2 | -1 | 2 | 2 | 0 | 4
MT1-MMP act inh | -3 | 7 | 1 | -3 | 2 | 1 | 0 | 5 | 3 | 2
FAS-TE inh | 22 | -11 | -9 | -7 | -5 | -3 | 27 | -4 | -2 | -3
CendR NRP1 mod | -8 | 2 | 6 | 1 | -3 | -7 | 0 | 17 | -4 | 19
E coli Lon inh | -10 | 5 | -10 | 3 | -1 | 1 | 10 | 5 | 5 | 3
PABP1 MLLE inh | -1 | 3 | -20 | -2 | -20 | -4 | 7 | -3 | -108 | 9

11. Cc1noc(C)c1-c1nc(CSc2ccccc2)no1
12. COc1cccc(OC)c1-c1nn2c(-c3ccccc3Cl)nnc2s1
13. Cc1cc(C(=O)NCCCOC(C)C)c2ccccc2n1
14. OCCNC(=S)NCc1ccccc1
15. Cc1ccc(N(CC(=O)NC(C)(C)C)C(=O)CNC(=O)c2cccs2)cc1
16. CCn1cnc2c1c(=O)n(CC(=O)NCC(F)(F)F)c(=O)n2Cc1ccccc1
17. Cc1ccc2nc(NCc3ccccc3)c(C=NCc3ccccc3)c(=O)n2c1
18. OCC1(Cc2ccccc2)CCN(CCCC2CCCC2)CC1
19. Cc1ccccc1C(=O)Nc1ccnc(-c2ccncc2)n1
20. O=C(COC(=O)c1ccc([N+](=O)[O-])s1)NNC(=O)c1ccccc1
Compound | 11 | 12 | 13 | 14 | 15 | 16 | 17 | 18 | 19 | 20
MsrA act | -2 | -4 | -2 | -1 | -3 | -5 | -4 | -6 | -1 | 22*
Neddyl block | i | i | i | i | i | i | i | i | i | i
SKN-1 inh | -5 | 18 | 3 | 2 | 6 | -11 | 12 | -19 | -1 | -8
Rin1-Abl PPI inh | 0 | 2 | 0 | 0 | 1 | 3 | 1 | -1 | 0 | 0
MT1-MMP act inh | -3 | 4 | 4 | 6 | 3 | -1 | -1 | 0 | 1 | -3
FAS-TE inh | 14 | 8 | -6 | -5 | -1 | -4 | 20 | 1 | -2 | -1
CendR NRP1 mod | 5 | 0 | 19 | 11 | 11 | 5 | -14 | -8 | 1 | -28
E coli Lon inh | -8 | -5 | 3 | -8 | 2 | 2 | -5 | 2 | 5 | -3
PABP1 MLLE inh | 4 | 14 | 5 | 23 | 5 | -54 | -4 | -11 | -4 | 4

21. CCOc1ccc(-c2nnn(CC(=O)N3CCN(c4ccc(OC)cc4)CC3)n2)cc1OCC
22. COc1ccc(C(=O)NCc2csc(C)n2)cc1OC1CCN(C(C)=O)CC1
23. CCOc1ccc(NS(=O)(=O)c2ccc3c(c2)N(C(C)=O)CC3)cc1
24. CC(=O)N/C(=C/c1ccc([N+](=O)[O-])cc1)C(=O)O
25. CC(=O)Nc1ccc(S(=O)(=O)NCc2cccnc2)cc1
26. COc1ccc(CN2C(=O)Cc3c2nc(N)c2c(N)nc(N4CCOCC4)c(C#N)c32)cc1
27. O=C(COc1ccc([N+](=O)[O-])cc1)NNC(=O)c1cccs1
28. COCCNC(=O)C(c1ccc(O)cc1)N(Cc1ccco1)C(=O)CCC(=O)Nc1ccccn1 (configuration not stated)
29. CC(C)(C)C1CCc2c(sc(NC(=O)c3cccs3)c2C(N)=O)C1 (configuration not stated)
30. Cn1cccc/c1=N\c1cccc[n+]1C
Compound | 21 | 22 | 23 | 24 | 25 | 26 | 27 | 28 | 29 | 30
MsrA act | -2 | -5 | -6 | -10 | -3 | -2 | 0 | -1 | -7 | -5
Neddyl block | i | i | i | i | i | i | i | i | · | i
SKN-1 inh | 3 | -7 | -7 | -5 | 6 | -12 | 6 | 26 | -12 | -1
Rin1-Abl PPI inh | -4 | 2 | 0 | 5 | 2 | -4 | 2 | 3 | 2 | 1
MT1-MMP act inh | 0 | -4 | 2 | 3 | 3 | 0 | 4 | 1 | 6 | -1
FAS-TE inh | -1 | -7 | -3 | 1 | -3 | 4 | 6 | 0 | 2 | -6
CendR NRP1 mod | -5 | 2 | 16 | 4 | 3 | -17 | 2 | 9 | 11 | 9
E coli Lon inh | 2 | 4 | -3 | -8 | -6 | -15 | -3 | 8 | -2 | 3
PABP1 MLLE inh | -8 | 2 | 11 | 9 | -14 | -19 | -9 | 3 | 16 | -112

31. CC/C(=C\c1ccc(Cl)cc1)c1ccncc1
32. C[C@@H]1CN([C@@H](C)CO)C(=O)CCCn2nncc2CO[C@@H]1CN(C)C(=O)c1ccncc1
33. Cc1ccc(NC(=O)NCc2cccnc2)cc1C
34. CCC(=O)N1CC2(c3ccccc3)CN(C(=O)CC)CC(c3ccccc3)(C1)C2=O
35. O=C(C1CCCN(Cc2ccccc2F)C1)N1CCc2ccccc2C1 (configuration not stated)
36. O=C(O)C(c1ccccc1)C1CCCCC1O (configuration not stated)
37. CC(=O)NCCN1C(=O)C2C3c4ccccc4C(c4ccccc43)C2C1=O (configuration not stated)
38. CCOC(=O)NC1(C(F)(F)F)C(=O)NC(C)=C1C(=O)OC (configuration not stated)
39. Cc1ncc(CO)c2c1OC(C)(C)OC2
40. CN(NC(=O)NN)c1ncc(C(F)(F)F)cc1Cl
Compound | 31 | 32 | 33 | 34 | 35 | 36 | 37 | 38 | 39 | 40
MsrA act | -5 | -2 | -6 | -2 | -3 | -1 | -1 | -2 | -9 | -1
Neddyl block | i | i | i | i | i | i | i | i | i | i
SKN-1 inh | 57* | -4 | -2 | -9 | -3 | 15 | 12 | 9 | 0 | 13
Rin1-Abl PPI inh | 3 | -3 | 2 | -3 | -3 | 2 | -4 | -1 | -1 | 4
MT1-MMP act inh | 1 | 4 | 2 | -2 | 6 | 10 | 7 | 1 | -1 | -2
FAS-TE inh | 15 | -4 | -4 | -1 | 2 | -6 | -7 | -8 | -6 | -8
CendR NRP1 mod | 0 | 2 | 2 | 10 | 6 | -5 | 4 | 5 | 1 | 18
E coli Lon inh | -8 | -3 | -1 | -1 | -6 | 9 | 1 | 8 | -10 | 7
PABP1 MLLE inh | 3 | 13 | -6 | -6 | -4 | -6 | -15 | -9 | 7 | 4

41. OCC1(Cc2ccccc2F)CCCN(Cc2c(F)ccc(F)c2F)C1 (configuration not stated)
42. Nc1[nH]n2c(=O)cc(-c3ccccc3)nc2c1N=Nc1ccccc1
43. O=C(COc1ccc2c(C(F)(F)F)cc(=O)oc2c1)NCc1cccs1
44. Cc1c(C(=O)c2ccccc2C(=O)O)sc2ccccc12
45. CCC(=O)N(CCc1ccc(OC)c(OC)c1)Cc1cc2ccc(C)cc2n2nnnc12
46. CC(=O)c1ccc(N2CCN(C(=O)CCCn3c(=S)[nH]c4cc5c(cc4c3=O)OCO5)CC2)cc1
47. O=c1c(NCCc2ccccc2)c(-c2ccccc2)c1=O
48. Cn1c(SCC(=O)Nc2cccc(S(=O)(=O)NC3=NCCCCC3)c2)nnc1-c1ccccc1
49. COc1cc2c(cc1OC)C1(NCC2)C(=O)Nc2ccccc21 (configuration not stated)
50. C=CCOc1cccc(C(=O)NC(c2ccccc2)C(C)C)c1 (configuration not stated)
Compound | 41 | 42 | 43 | 44 | 45 | 46 | 47 | 48 | 49 | 50
MsrA act | -2 | -7 | -4 | 0 | -1 | 1 | -4 | -1 | -13 | -9
Neddyl block | i | i | · | i | i | i | i | i | i | i
SKN-1 inh | 2 | 3 | -3 | 0 | 1 | -22 | 8 | 6 | -40 | 3
Rin1-Abl PPI inh | 1 | -1 | 1 | -13 | 2 | 3 | -1 | -2 | -4 | -4
MT1-MMP act inh | -6 | 16 | -4 | 0 | 0 | 2 | 4 | 0 | -2 | -2
FAS-TE inh | -4 | 3 | 4 | -2 | -7 | 18 | 3 | -4 | -12 | 11
CendR NRP1 mod | 8 | 3 | 24 | -14 | 9 | -10 | 0 | -2 | -2 | 9
E coli Lon inh | -1 | 4 | 12 | 4 | 16* | 1 | -7 | -10 | 6 | 11
PABP1 MLLE inh | 2 | -7 | -3 | 0 | -5 | -59 | 0 | 2 | 7 | 5

51. CCn1c(SC)nnc1C1CCN(S(=O)(=O)c2ccc(OC)cc2)CC1
52. CC(NC(=S)Nc1ccccc1)C(c1cccs1)N1CCOCC1 (configuration not stated)
53. Cc1ccc(S(=O)(=O)N/N=C/c2cnn(C)c2C)cc1
54. O=C(Nc1ccc(Cl)cn1)c1ccc2c(c1)OCCO2
55. COc1ccc(NC(=O)COc2nsnc2N2CCOCC2)cc1
56. Cc1ccc(-c2cc(C(=O)NCc3cccnc3)no2)cc1
57. COc1ccc(OCCNC(=O)C2(C)CCN2Cc2ccc(SC)cc2)cc1 (configuration not stated)
58. COc1cc(NC(=S)NCCC(c2ccccc2)c2ccccc2)c(OC)cc1Cl
59. CCOC(=O)c1c(C)[nH]c(C)c1C(=O)COC(=O)/C=C/c1ccccc1[N+](=O)[O-]
60. Cn1cccc1C(=O)N1CCc2ccccc2C1
61. Fc1cccc(C[n+]2csc3ccccc32)c1
Compound | 51 | 52 | 53 | 54 | 55 | 56 | 57 | 58 | 59 | 60 | 61
MsrA act | -3 | -3 | -3 | 0 | -1 | -3 | 1 | -11 | -6 | 0 | -3
Neddyl block | i | i | i | i | i | i | i | i | i | i | i
SKN-1 inh | -4 | 14 | 12 | 14 | 2 | 3 | 2 | 2 | -12 | 8 | -1
Rin1-Abl PPI inh | -1 | -3 | 2 | -2 | -3 | 0 | 1 | -3 | 4 | 0 | 6
MT1-MMP act inh | 5 | 2 | 5 | 5 | 2 | 6 | -2 | 2 | 2 | -2 | 0
FAS-TE inh | -8 | -3 | -11 | 2 | -5 | -2 | 11 | 30 | 10 | -2 | -6
CendR NRP1 mod | 0 | -5 | -1 | 20 | -6 | 13 | 7 | 2 | 2 | -5 | 1
E coli Lon inh | -7 | -9 | 0 | 6 | -6 | -3 | 8 | -7 | -1 | 8 | -15
PABP1 MLLE inh | -22 | 7 | -20 | 10 | 12 | 11 | 5 | 20 | -14 | -9 | 26
